MC4R antagonist = MC4R antagonists of cAMP signaling, primary screen, cell-based, TR-FRET, antagonist arm of biased-ligand search. Melanocortin receptor 4 (Homo sapiens), P32245. MC4R-expressing cells, MTII-stimulated cAMP, LANCE TR-FRET. inhibition, % at 6.5 µM. 360,000 tested, 0.48% active;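 active = inhibition above its plate's cutoff, the mean of tested wells on that plate plus 3 SD, cut at about 29% in these data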;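 note: 0% = Melanotan II alone and 100% = Melanotan II plus saturating MCL0020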
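system = U2OS cells with stable human MC4R expression | also added = Melanotan II challenge after compound preincubation | dosing = one concentration, 6.5 µM nominal | incubation = compound 30 min, challenge 1 h, detection 1 h | measured by = TR-FRET with Eu-cAMP and labeled anti-cAMP, 671 nm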
MC4R ag barr = MC4R agonists recruiting beta-arrestin, primary screen, cell-based, luminescence, agonist arm of biased-ligand search; Melanocortin receptor 4 (Homo sapiens), P32245; U2OS MC4R beta-arrestin complementation; percent of melanotan II response, DMSO zero; activation, % at 8.9 µM; 360,000 tested, 0.98% active; AID 540308, 2011;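 active = activation above a per-plate cutoff, the mean activation of sample wells on that plate plus 3 SD, cut at about 8% in these data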
ABHD5 PLIN5 PPI = ABHD5-PLIN5 interaction inhibitors, primary screen, cell lysate, split luciferase complementation, luminescence | inhibition, % at 4 µM | 360,000 tested, 0.78% active | Perilipin-5 (Homo sapiens) + 1-acylglycerol-3-phosphate O-acyltransferase ABHD5 (Homo … | AID 602281, 2012 | Split G. princeps luciferase complementation, 4 h;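 active = inhibition above the mean inhibition across every tested compound plus 3 SD, cut at about 22% in these data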;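 note: 0% = DMSO only wells and the 100% control is not disclosed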
Target sequence (Q00G26 whole entry, looked up): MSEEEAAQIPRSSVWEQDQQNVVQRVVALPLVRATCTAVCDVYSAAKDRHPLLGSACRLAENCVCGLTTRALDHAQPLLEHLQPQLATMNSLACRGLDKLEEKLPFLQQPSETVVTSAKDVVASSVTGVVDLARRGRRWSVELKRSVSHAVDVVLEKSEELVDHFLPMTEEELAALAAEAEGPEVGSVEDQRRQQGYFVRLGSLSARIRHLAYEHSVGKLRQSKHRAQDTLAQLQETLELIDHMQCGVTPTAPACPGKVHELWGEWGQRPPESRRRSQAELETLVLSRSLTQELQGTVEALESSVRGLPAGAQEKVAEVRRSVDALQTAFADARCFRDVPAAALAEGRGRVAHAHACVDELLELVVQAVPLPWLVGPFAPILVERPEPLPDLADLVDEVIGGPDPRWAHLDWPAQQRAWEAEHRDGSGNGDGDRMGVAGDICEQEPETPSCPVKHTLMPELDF
Target sequence (Q8WTS1 whole entry, looked up): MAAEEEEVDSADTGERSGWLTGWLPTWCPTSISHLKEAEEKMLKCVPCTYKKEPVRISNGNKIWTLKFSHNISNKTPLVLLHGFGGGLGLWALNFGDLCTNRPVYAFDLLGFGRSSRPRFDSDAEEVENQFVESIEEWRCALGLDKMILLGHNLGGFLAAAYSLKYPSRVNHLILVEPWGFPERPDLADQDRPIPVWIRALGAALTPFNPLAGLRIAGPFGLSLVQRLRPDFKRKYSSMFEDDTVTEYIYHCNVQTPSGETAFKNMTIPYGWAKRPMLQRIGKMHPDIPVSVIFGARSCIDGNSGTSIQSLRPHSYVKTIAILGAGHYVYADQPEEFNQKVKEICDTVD
aDG glyco act = activators of alpha-DG glycosylation, primary screen, uHTS, Pro5-aDG cells, AlphaScreen | activation, % at 10 µM | 360,000 tested, 0.22% active | alpha-DG glycosylation AlphaScreen (IIH6); 0% Pro5, 100% B10-LARGE cell signal | AID 624168, 2012;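 active = activation of at least 8% versus controls, or a plate z-score of at least 8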;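 note: Pro5 are CHO cells carrying HIG-tagged alpha-DG that lacks glycosylation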
ABCB6 inh 2 = ABCB6 transporter inhibitors, primary screen, K562-ABCB6 cells, flow cytometry, MLPCN library; ATP-binding cassette sub-family B member 6 (Homo sapiens), Q9NP58; K562-ABCB6 porphyrin accumulation, 1 h; hits give low values; fluorescence ratio to DMSO, % at 10 µM; 360,000 tested, 0.19% active; AID 602162, 2011;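 active = fluorescence ratio to DMSO below 75%, the collection mean minus 3 SD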;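 note: signal is porphyrin accumulated inside mitochondria; 100% equals median channel fluorescence of DMSO control wells; lower ratio means ABCB6 inhibition with less porphyrin fluorescence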
N-glyco inh = increase of ERlucT glycosylation luciferase signal, primary screen, N-linked glycosylation inhibitor project, D54 ERlucT cells, luminescence, set 2; D54 ERlucT glycosylation luciferase reporter, 24 h; percent of 100 nM tunicamycin response; 360,000 tested, 0.23% active; reporter increase, % at 12.5 µM; AID 588692, 2011;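 active = mean luciferase reporter signal, scaled so untreated is 0 and the glycosylation-blocking control 100, at or above a set limit in every replicate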;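 note: luciferase carries N-glycosylation sites so blocking glycosylation raises the light; 0% = median of neutral control wells and 100% = median of 100 nM tunicamycin wells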
Granule exo inh = LAMP-1 surface exposure blockers, TALL-104 cells – cell-based, flow cytometry, MLPCN library, primary screen; TALL-104 LAMP-1 surface exposure; cells stimulated with thapsigargin and PMA; inhibition, % at 10 µM; 360,000 tested, 0.66% active;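 active = inhibition above about 55%, limit read from the data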
TLR9-MyD88 inh = inhibitors of TLR9-MyD88 association in cells, primary screen, cell-based, CHO, BLA complementation, fluorescence; inhibition, % at 4.98 µM; Toll-like receptor 9 (Homo sapiens) + Myeloid differentiation primary response protein …; CCF4 FRET ratio; AID 504734, 2011; 340,000 tested, 0.21% active;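 active = inhibition above the mean over all tested compounds plus 3 SD, cut at about 21% in these data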;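 note: 0% = DMSO only wells and 100% = clavulanate BLA inhibitor control wells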
Vif imaging = HIV Vif self-association inhibitors, primary screen, imaging, HEK293T, single point; 340,000 tested, 0.35% active; inhibition, % at 7.49 µM; HEK293T cells, Vif self-association by quenched fluorescence, 24 h; AID 602346, 2012; in the data active = inhibition above about 50%, passing the limit was not always enough; note: some results filed as inactive read as strong as hits
NOD2 RIPK2 PPI = NOD2-RIPK2 binding disruptors in cells, primary screen, fluorescence, CHO cells, BLA complementation; inhibition, % at 4.98 µM; CCF4 ratio; 360,000 tested, 0.38% active; Receptor-interacting serine/threonine-protein kinase 2 (Homo sapiens), O43353; in the data active = inhibition above about 21%;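 note: 0% = vehicle only and 100% = reference blocker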
The depositor's hits bear a star; . = not tested or not shown.

SMILES	MC4R antagonist	MC4R ag barr	ABHD5 PLIN5 PPI	aDG glyco act	ABCB6 inh 2	N-glyco inh	Granule exo inh	TLR9-MyD88 inh	Vif imaging	NOD2 RIPK2 PPI
CCn1c(CNc2ccc(Cl)cc2)nnc1SCCN1CCCCC1	2	-0.2	4	0.0	95	-3	1	4	8	8
CCN(CC)S(=O)(=O)c1ccc(N2CCCC2)c(NC(=O)C2=COCCO2)c1	7	-2.5	-7	-0.2	99	2	0	-1	-2	-6
Oc1ccc(/C=N/Nc2nccnc2Cl)c(O)c1	-9	-2.6	13	1.2	101	-15	0	-5	81*	-1
O=C(NCc1ccco1)/C(=C\c1ccco1)NC(=O)c1ccccc1Cl	1	-2.1	3	0.1	94	2	-4	0	22	6
CN(Cc1ccon1)C(=O)C1CCC(=O)N(CCc2ccc(Cl)cc2)C1 (configuration not stated)	0	-3.3	-6	0.0	101	2	-1	3	2	-8
CCc1nnc(NC(=O)CSc2nc3ccccc3o2)s1	12	1.0	-9	-0.1	97	0	1	-3	4	-1
N#Cc1ccc(/C=N/NC(=O)c2cc(-c3cccs3)nc3ccccc23)cc1	-2	7.8	-1	-0.1	105	14	0	-4	8	-4
CCc1noc(C)c1C(=O)OCC(=O)NCCc1ccc(OC)cc1	5	-1.2	3	-0.1	100	1	-3	1	2	-9
COc1ccc(C(=O)N2CCCCC2)cc1S(=O)(=O)Nc1cccc(C(=O)O)c1	1	-1.8	4	-0.3	97	1	1	-5	0	-2
CCn1c(=O)c2c3c(sc2n2c(SCc4ccc(F)cc4)nnc12)CCCC3	-2	-0.9	4	-0.1	98	-2	56*	0	2	-1
COc1ccccc1CNC(=O)C1(c2ccc(Cl)cc2)CC1	17	-0.9	-5	-0.2	103	2	0	-19	-2	6
CCN(CC)CCN=C1CCCc2ccccc2N1	-5	-0.3	-4	2.6	97	1	1	-5	-1	-6
COc1ccc(S(=O)(=O)N2CCN(CCOc3ccccc3Cl)CC2)cc1OC	-8	-0.1	8	0.3	95	0	0	2	3	-8
Cc1ccc(S(=O)(=O)N2[C@@H](c3ccccc3F)C(C(=O)O)=CC[C@H]2c2cccc(C)c2)cc1	18	-0.6	-4	-0.3	99	2	3	-8	.	5
CC1CCN(c2nc(N3CCCCC3)nc(N3CCCCC3)n2)CC1	2	0.1	-1	0.2	99	2	0	2	12	-5

Part of the list above in order of molar mass, rising:
SMILES	MC4R antagonist	MC4R ag barr	ABHD5 PLIN5 PPI	aDG glyco act	ABCB6 inh 2	N-glyco inh	Granule exo inh	TLR9-MyD88 inh	Vif imaging	NOD2 RIPK2 PPI
CCN(CC)CCN=C1CCCc2ccccc2N1	-5	-0.3	-4	2.6	97	1	1	-5	-1	-6
CC1CCN(c2nc(N3CCCCC3)nc(N3CCCCC3)n2)CC1	2	0.1	-1	0.2	99	2	0	2	12	-5
CCn1c(CNc2ccc(Cl)cc2)nnc1SCCN1CCCCC1	2	-0.2	4	0.0	95	-3	1	4	8	8

Full records, looked up by structure. Values in the order: MC4R antagonist | MC4R ag barr | ABHD5 PLIN5 PPI | aDG glyco act | ABCB6 inh 2 | N-glyco inh | Granule exo inh | TLR9-MyD88 inh | Vif imaging | NOD2 RIPK2 PPI
`CCc1noc(C)c1C(=O)OCC(=O)NCCc1ccc(OC)cc1` across the screens: 5 | -1.2 | 3 | -0.1 | 100 | 1 | -3 | 1 | 2 | -9
`CCN(CC)S(=O)(=O)c1ccc(N2CCCC2)c(NC(=O)C2=COCCO2)c1` across the screens: 7 | -2.5 | -7 | -0.2 | 99 | 2 | 0 | -1 | -2 | -6
`CCn1c(=O)c2c3c(sc2n2c(SCc4ccc(F)cc4)nnc12)CCCC3` across the screens: -2 | -0.9 | 4 | -0.1 | 98 | -2 | 56* | 0 | 2 | -1
`CCc1nnc(NC(=O)CSc2nc3ccccc3o2)s1` across the screens: 12 | 1.0 | -9 | -0.1 | 97 | 0 | 1 | -3 | 4 | -1

3 compounds out of the list above, ordered by their value in ABHD5 PLIN5 PPI, ascending:
SMILES	MC4R antagonist	MC4R ag barr	ABHD5 PLIN5 PPI	aDG glyco act	ABCB6 inh 2	N-glyco inh	Granule exo inh	TLR9-MyD88 inh	Vif imaging	NOD2 RIPK2 PPI
Cc1ccc(S(=O)(=O)N2[C@@H](c3ccccc3F)C(C(=O)O)=CC[C@H]2c2cccc(C)c2)cc1	18	-0.6	-4	-0.3	99	2	3	-8	.	5
CCc1noc(C)c1C(=O)OCC(=O)NCCc1ccc(OC)cc1	5	-1.2	3	-0.1	100	1	-3	1	2	-9
COc1ccc(C(=O)N2CCCCC2)cc1S(=O)(=O)Nc1cccc(C(=O)O)c1	1	-1.8	4	-0.3	97	1	1	-5	0	-2

New compounds follow:
SMILES	MC4R antagonist	MC4R ag barr	ABHD5 PLIN5 PPI	aDG glyco act	ABCB6 inh 2	N-glyco inh	Granule exo inh	TLR9-MyD88 inh	Vif imaging	NOD2 RIPK2 PPI
C/C(=N\NC(=O)c1ccccc1-n1cccc1)c1ccccn1	14	-3.2	-7	-0.5	96	-2	-1	9	.	-5
CCCCNC(=O)C1(O)c2cc(Br)ccc2NC(=O)N1c1cccc(OC)c1 (configuration not stated)	-1	-1.1	-3	-0.1	95	1	-1	-1	9	7
COC(=O)CCCC1=CC2=CC(=O)C(C)(OC(=O)CCc3ccccc3)C(=O)C2=CO1 (configuration not stated)	-7	1.8	6	-0.1	102	1	2	11	6	-7
Cc1ccc(NC2c3ncccc3C(=O)N2Cc2ccco2)c(C)c1 (configuration not stated)	28	0.7	-2	0.5	95	1	1	-1	-4	0
CC(C)(CC(=O)O)CC(=O)N1CCCN(c2nccc(C(F)(F)F)n2)CC1	6	-0.1	-4	0.0	99	1	-1	4	-1	5
O=C(CC1CCCC1)Nc1ccc2c(c1)CCC2	-2	-0.9	-12	-0.2	99	0	-2	-7	6	-2
COc1cccc(NC(=O)Nc2cccs2)c1	17	-0.9	1	0.0	99	1	-2	-14	2	6
CC(C)CCNC(=O)[C@@H](Cc1ccccc1)NC(=O)CC[C@H]1O[C@@H](n2ccc(=O)[nH]c2=O)[C@H](O)[C@@H]1O	.	.	0	-0.1	92	2	-7	.	.	-10
CC(NC(=O)C(=S)N1CCN(C)CC1)c1ccccc1 (configuration not stated)	-1	-0.8	4	-0.1	100	3	-3	1	5	-8
COc1cccc(NC(=O)c2ccc(N3C(=O)C4CCC(C)CC4C3=O)cc2)c1 (configuration not stated)	9	-0.8	-8	-0.1	99	1	-4	-8	-5	5
Cc1n[nH]c(C)c1S(=O)(=O)N1CCCC(C(=O)N2CCN(c3ccc(Cl)cc3)CC2)C1 (configuration not stated)	8	-1.4	4	0.7	104	-5	-3	-4	-12	0
Cc1ccc(S(=O)(=O)N2CCN(C(=O)CN3C(=O)c4ccc([N+](=O)[O-])cc4C3=O)CC2)cc1C	2	-1.5	8	0.0	101	0	1	5	-2	-3
COC(=O)c1ccc(N=Nc2c(C)[nH]n(-c3ccccc3)c2=O)cc1	-6	-1.9	-3	-0.2	99	2	-4	-6	-5	-1
OC(c1ccccc1)(c1ccccc1)C1CCN(C(=S)NCCc2ccccc2)CC1	5	0.4	-9	0.4	99	-6	0	.	-1	4
O=C(Nc1cccc(S(=O)(=O)NC2=NCCCCC2)c1)c1ccc(Cl)cc1	8	-4.2	-1	1.9	104	0	0	-2	-11	-9
CCn1c(SCC(=O)NCCc2ccccc2)nnc1-c1ccco1	1	0.5	1	0.1	97	1	5	1	-8	0
CC(C)(C)c1ccc(S(=O)(=O)NC(=O)C2(C)CCN2C(=O)C2CC2)cc1 (configuration not stated)	15	-0.6	-7	-0.2	99	0	1	.	-6	-3
COc1ccc(/C(O)=C2\C(=O)C(=O)N(CCN(C)C)C2c2cccc(OC)c2OC)cc1Cl (configuration not stated)	7	-0.1	-2	-0.3	89	1	-2	0	3	5
CSCC[C@H](NC(=O)Nc1ccc(S(N)(=O)=O)cc1)C(=O)O	2	0.6	-6	-0.1	100	1	3	-6	-5	3
COc1ccc2cc(C3CC=C(CO)CN3S(=O)(=O)c3ccccc3[N+](=O)[O-])n(C(=O)OC(C)(C)C)c2c1 (configuration not stated)	.	.	4	-0.3	.	.	8	.	.	-3
CC(Sc1nc(=O)cc(N)n1CCc1ccccc1)C(=O)NCc1ccccc1 (configuration not stated)	-7	-0.7	7	0.0	90	-1	-1	-2	2	-9
COc1ccc(-c2cn3ccccc3n2)cc1	-9	0.6	-2	0.1	97	-17	2	2	3	-4
O=c1c(C(c2ccccc2)c2c(O)nc3n(c2=O)CCCS3)c(O)nc2n1CCCS2	0	0.3	7	0.3	93	1	-1	0	0	-1
C/C(=N\NC(=O)COc1ccc(C(C)(C)C)cc1)c1cc2ccccc2o1	-4	1.4	-9	0.0	109	-7	10	2	33	-12
COCCCN(CCCN)Cc1ccco1	18	-1.7	2	-0.1	100	-1	4	-8	-2	4
Cc1ccc(S(=O)(=O)/N=C(\c2ccc(Cl)cc2)N2CCOCC2)cc1	8	-1.4	1	1.5	101	0	1	7	13	-3
Cc1cc(O)ccc1N/C=C/c1onc(C)c1[N+](=O)[O-]	-2	-0.8	0	0.1	101	-6	6	4	0	-13
C=CCN(CC=C)CCOc1cc(C)ccc1[N+](=O)[O-]	2	-0.8	-1	-0.1	99	-3	-2	-8	12	-14
CCOCCCNC(=O)C(NC(=O)CNC(=O)c1ccccc1)c1ccc(OC)cc1 (configuration not stated)	13	-1.3	-7	0.0	99	2	5	4	1	2
Cc1ccc(S(=O)(=O)Cn2nnnc2C(C(C)C)N2CCC(C(N)=O)CC2)cc1 (configuration not stated)	-1	0.5	-10	0.0	100	-1	2	1	-8	-2

Not all compounds are listed, so the mix of outcomes need not match the whole.
